mHTT CaM bind: inhibitors of human mutant huntingtin-calmodulin interaction | P42858 | AlphaScreen His-mHTT/GST-CaM binding, luminescence | inhibition, % at 15 µM | 3.6% of 190,000 active;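 also: 0% = both proteins with DMSO and 100% = one protein alone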
Pf apPOL block: Pf-apPOL DNA polymerase inhibition. Recombinant Pf-apPOL, molecular beacon fluorescence, 1.5 h. inhibition, % at 10 µM. AID 1794808. 0.25% of 210,000 active
Numbers without * were called inactive; . = not tested or not shown; & = joins results of further samples. Rule as the data show it: active = inhibition above about 50%; inactive = the rest.

SMILES | mHTT CaM bind | Pf apPOL block
Cc1sc2ccn(CC(C)C)c(=O)c2c1C(=O)N1CCC(N2CCCCC2)CC1 | 26 | -15
CN(C)C(=O)Nc1ccc(Cl)c(Cl)c1 | -12 | -13
COc1ccc(C=Nc2ccc3ncccc3c2)cc1 | 31 | -2
Cn1c(=O)c2c(nc(NCCOCCO)n2Cc2ccc(Cl)cc2Cl)n(C)c1=O | 1 | -5
Cc1cc(C)c(NC(=O)C(=O)NCC(C)O)c(C)c1 (centres undefined) | 1 | -6
Cc1ccc(C)c(NC(=O)c2c(F)cccc2F)c1 | -9 | 1
Cc1cc(OCc2noc(-c3cccc(F)c3)n2)ccc1F | -43 | -1
O=C(Cc1ccc(Cl)cc1)N1CCC(COc2ccccc2C(=O)N2CCCC2)CC1 | 27 | -1
COc1ccc2nc(N3CCC(C(=O)N4CCCCCC4)CC3)sc2c1 | 3 | 6
Fc1cccc(CN2CCCCC2c2nc(-c3ccncc3)no2)c1 (centres undefined) | -6 | -5
Cc1ccc(C(=O)N2CCC(c3nc(C(=O)N4CCCCC4)c(C)o3)CC2)s1 | 11 | 4
Cc1noc(CNC(=O)CN(C)c2nc3c(F)cccc3s2)n1 | -12 | -6
Cc1cc(Cl)ccc1OCCCC(=O)Nc1ccccc1[N+](=O)[O-] | 43 | -6
CCOC(=O)CCC(=O)N1CC2(COC(C)(C)OC2)C1 | 1 | -3
O=C1NC(=O)N(c2ccc(Cl)cc2)C(=O)/C1=C/c1cc2c(cc1Br)OCO2 | 18 | -4
CCOc1ccc(NC(=O)c2ccc(C)cc2Cl)cc1 | -6 | -7
Cc1nc2n(n1)C=COc1ccccc1-2 | -6 | .
CCN(CC)C(C)CN1c2ccccc2Sc2ccccc21 (centres undefined) | . | -3
CC(=O)NC1=NC(=O)/C(=C\c2ccc(Br)cc2)S1 | 6 | 3
COc1cc(/C=C2\SC(NC(C)=O)=NC2=O)cc(Br)c1OCC(=O)O | 6 | 1

A second format for some results above.
| SMILES | mHTT CaM bind | Pf apPOL block |
| --- | --- | --- |
| Cc1sc2ccn(CC(C)C)c(=O)c2c1C(=O)N1CCC(N2CCCCC2)CC1 | 26 | -15 |
| CN(C)C(=O)Nc1ccc(Cl)c(Cl)c1 | -12 | -13 |
| COc1ccc(C=Nc2ccc3ncccc3c2)cc1 | 31 | -2 |
| Cn1c(=O)c2c(nc(NCCOCCO)n2Cc2ccc(Cl)cc2Cl)n(C)c1=O | 1 | -5 |
| Cc1cc(C)c(NC(=O)C(=O)NCC(C)O)c(C)c1 (centres undefined) | 1 | -6 |
| Cc1ccc(C)c(NC(=O)c2c(F)cccc2F)c1 | -9 | 1 |
| Cc1cc(OCc2noc(-c3cccc(F)c3)n2)ccc1F | -43 | -1 |
| O=C(Cc1ccc(Cl)cc1)N1CCC(COc2ccccc2C(=O)N2CCCC2)CC1 | 27 | -1 |
| COc1ccc2nc(N3CCC(C(=O)N4CCCCCC4)CC3)sc2c1 | 3 | 6 |
| Fc1cccc(CN2CCCCC2c2nc(-c3ccncc3)no2)c1 (centres undefined) | -6 | -5 |
| Cc1ccc(C(=O)N2CCC(c3nc(C(=O)N4CCCCC4)c(C)o3)CC2)s1 | 11 | 4 |
| Cc1noc(CNC(=O)CN(C)c2nc3c(F)cccc3s2)n1 | -12 | -6 |
| Cc1cc(Cl)ccc1OCCCC(=O)Nc1ccccc1[N+](=O)[O-] | 43 | -6 |
| CCOC(=O)CCC(=O)N1CC2(COC(C)(C)OC2)C1 | 1 | -3 |
| O=C1NC(=O)N(c2ccc(Cl)cc2)C(=O)/C1=C/c1cc2c(cc1Br)OCO2 | 18 | -4 |
| CCOc1ccc(NC(=O)c2ccc(C)cc2Cl)cc1 | -6 | -7 |
| Cc1nc2n(n1)C=COc1ccccc1-2 | -6 | . |
| CCN(CC)C(C)CN1c2ccccc2Sc2ccccc21 (centres undefined) | . | -3 |
| CC(=O)NC1=NC(=O)/C(=C\c2ccc(Br)cc2)S1 | 6 | 3 |

Other entries.
SMILES | mHTT CaM bind | Pf apPOL block
CCN1CCn2c(nc3cc(C(=O)NCc4ccc(C)cc4)ccc32)C1=O | -7 | -2
COc1ccc(-n2ccnc2SCC(=O)Nc2ccc(Cl)c(Cl)c2)cc1 | 42 | -3
CC1(C)CC2(C)OC(=O)c3ccccc3N2C(=S)N1 (centres undefined) | . | -3
COc1ccc(C(=O)N2N=C(c3ccc(Br)cc3)CC2(O)C(F)(F)F)cc1 (centres undefined) | 24 | 2
COc1ccc(Br)cc1S(=O)(=O)NCc1ccccc1 | -7 | 7
O=C(Nc1ccccc1)c1cc2cc(Cl)ccc2oc1=O | 1 | -75
Cc1c(Cl)cccc1NC(=O)c1ccccc1NC(=O)CCC(=O)O | 0 | -5
Nc1nc(SCC(=O)NCc2ccccc2)nc2sc3c(c12)CCC3 | -2 | 4
COC(=O)c1sccc1NS(=O)(=O)c1ccc(C(=O)OC)n1C | . | -4
O=C(O)CCC(=O)NCc1ccc2c(c1)OCO2 | -3&-5 | 8&3
COCC(C)(O)CNC(=O)C(=O)Nc1ccccc1C#N (centres undefined) | -18 | -5
O=C(CSc1nnc2ccc(-c3ccc(F)cc3)nn12)NCC1CCCO1 (centres undefined) | -11 | -4
COc1ccc(OC)c(C2CC(c3ccc(Br)cc3)Nc3ncnn32)c1 (centres undefined) | 61* | -2
CC1CCN(C(=O)CCCNS(=O)(=O)c2ccc(Cl)cc2)CC1 | -6 | 1
COc1ccc(-c2c(C)c3cc(OCc4ccccc4C)ccc3oc2=O)cc1OC | -6 | -9
COc1ccc(CC2SC(=Nc3ccc(Cl)cc3)NC2=O)cc1 (centres undefined) | 2 | -4
O=C1CSC(c2ccc(F)cc2)N1c1ccc(F)cc1 (centres undefined) | -9 | -5
C1CCN(C2CCN(C3CC4CCC3C4)CC2)CC1 (centres undefined) | -7 | -4
Cc1cc(C2CCCN2C(=O)C2CCCCC2)no1 (centres undefined) | 2 | -3
COc1ccc(/C=C2/C=C(c3ccc(Cl)cc3)OC2=O)cc1C | 7 | 2
CCCn1ncc(N2CCC(C(=O)N(C)CCc3ccccn3)CC2)cc1=O | -4 | -3
COCCn1c(CC2CCN(S(=O)(=O)Cc3cccc(Cl)c3)C2)nc2cccnc21 (centres undefined) | 1 | -2
Cc1sc2ncnc(SCC(=O)c3ccc(Cl)s3)c2c1C | 0 | -14
Cc1ccc(C2(C(F)(F)F)NC(=O)N3CCN=C3S2)cc1 (centres undefined) | -5 | -3
Cc1cc(CNC(=O)C(=O)Nc2ccc3c(c2)N(S(C)(=O)=O)CCC3)c(C)o1 | -1 | -5
COc1nnc(C)c2ccccc12 | -3 | -5
CC1(C)CC(=O)c2cc(C#N)c(SCc3ccccc3Cl)nc2C1 | -59 | 1
CCc1nccn1Cc1noc(-c2ccc(F)cc2)n1 | -2 | -7
Cc1[nH]c(C(=O)N2CCC(CC(=O)NCc3ccc(Cl)cc3)CC2)c(C)c1C | 46 | -2
CC(C)c1ccc2c(c1)CCC1C(C)(C#N)CCCC21C (centres undefined) | -27 | .
COc1ccccc1N1C(=O)C2C3C=CC(O3)C2C1=O (centres undefined) | 2 | 6
COc1ccccc1N1C(=O)c2ccc(C(=O)Nc3c[nH]c(=O)[nH]c3=O)cc2C1=O | -6 | 2
COc1ccc(NC(=O)CN2CCN(c3ccccn3)CC2)cc1Cl | 2 | -5
CC(C)c1nc2c(NC(=O)c3ccc(Br)o3)cccn2n1 | -4 | -3
Cn1ncc(N2CCC(C(=O)NCc3ccc4c(c3)OCO4)CC2)cc1=O | -9 | -2
COc1ccc(C2CC(c3ccc(C)c(C)c3)Nc3nnnn32)c(OC)c1OC (centres undefined) | -5 | 3
COc1ccc2c(c1)c(=O)oc1cc3occ(C)c3cc12 | 22 | 5
CC(C)Cn1c(C2CCN(S(=O)(=O)c3cc(F)cc(F)c3)C2)nc2ccncc21 (centres undefined) | -3 | -10
Cc1nc2c(c(Nc3cc(C(=O)O)ccc3C)n1)CCC2 | -6 | -12
COc1ccc(-c2cc(C(F)(F)F)n3nc(C(=O)NCc4ccccc4)cc3n2)cc1 | -10 | 13
CS(=O)(=O)N1CCC(OCc2nc(-c3ccncc3)no2)CC1 | -3 | -5
O=C(NC(=S)Nc1ccc(F)cc1)c1ccc(Oc2ccc(Cl)cc2)c([N+](=O)[O-])c1 | . | -4
CC(C)NC(=O)N1CCc2[nH]cnc2C1c1ccncc1 (centres undefined) | -8 | 0
Oc1oc(-c2ccccc2)nc1C=Nc1ccccc1Cl | 2 | 10
Cc1ccc(C2=C(O)c3ccccc3C(=O)C2=O)cc1 | 3 | 2
CCSc1ccc(C(N)=NOC(=O)c2cccs2)cn1 | . | 8
Cc1ccccc1Cn1ccc(NC(=O)C2CC(c3cccc(Br)c3)=NO2)n1 (centres undefined) | -2 | 5
COc1cc(NC(=O)N2CCCC2c2ccc(Cl)cc2)cc(OC)c1 (centres undefined) | -6 | -1
COc1ccc(NC(=O)CN2CCC3(CC2)N=C(c2ccccc2)C(=O)N3)c(OC)c1 | 29 | -5
Cc1cc(Cl)ccc1OC(C)C(=O)Nc1ccccc1 (centres undefined) | -26 | 5
O=C1C(=Cc2ccc(Cl)cc2)N=C(c2ccccc2)N1c1ccc(F)cc1 | . | 0
Cc1ccc(C(=O)N2CCC(c3cc(N)on3)CC2)cc1F | -6 | 4
Cc1ccccc1OCC(=O)NCC1CC(=O)N(c2ccccc2)C1 (centres undefined) | -2 | -8
CCOc1cc(CN2CCOCC2)ccc1OC | 12 | 9
Cc1sc(NC(=O)c2ccccc2Cl)c(C(N)=O)c1C | -3 | 5
CCC(=O)Nc1nonc1-c1nc2ccccc2n1Cc1ccccc1C | -6 | -7
O=C(c1ccccc1)N1CCN(c2ncnc3c2cnn3Cc2ccc(Cl)cc2Cl)CC1 | 1 | -2
COCCNC(=O)c1cn2ccc(C)cc2n1 | -1 | -3
CCOCCCNC(=O)c1cc(-c2ccc(Cl)s2)nc2ccccc12 | -6 | 1
CCCCN(C)c1nnnc2c1sc1nc(N3CCOCC3)c3c(c12)CC(C)(C)OC3 | 8 | 3
The list goes on.
SMILES | mHTT CaM bind | Pf apPOL block
O=C(Cn1c(=O)n(-c2ccccc2)c2ncccc21)Nc1ccccc1 | -4 | 2
Cc1cc(C)c(C#N)c(SCC(=O)Nc2nnc(-c3cccs3)s2)n1 | . | -4
O=C1C(=O)N(CCN2CCOCC2)C(c2ccncc2)C1=C(O)c1ccc(F)cc1 (centres undefined) | -5 | 1
CC(=O)N(CN1C(=O)c2cc(Cl)c(Cl)cc2C1=O)c1ccc(C)cc1 | 1 | 0
Cc1cc(Br)cc(C)c1NC(=O)c1ccccc1[N+](=O)[O-] | 2 | -3
Cc1ccc(C(=O)N2CCC(CC(=O)NCCc3cccs3)CC2)cc1 | 0 | -5
O=C(Nc1nc2ccccc2[nH]1)C1CCN(c2cc(-n3ccnc3)ncn2)CC1 | 11 | -13
Cc1cc(NC(=O)c2cc(-c3ccc4c(c3)OCO4)on2)no1 | -4 | -5
COc1ccc(C2Nc3ccccc3C(=O)N2O)cc1OC (centres undefined) | 7 | -2
O=C(O)CCCC(=O)Nc1ccc(C(=O)O)cc1 | 0 | 3
CCCn1c(=O)c(-c2nc(-c3ccc(F)c(F)c3)no2)c(O)c2ccccc21 | 6 | 8
O=C(CSc1ccc(Cl)cc1)NC1CCCCC1 | -7 | 13
Cc1ccccc1CS(=O)(=O)CCC(=O)NC1CCCC1 | 2 | 8
Cc1ccc(C(=O)Nc2ccc(I)cc2Cl)cc1[N+](=O)[O-] | 1 | 2
O=C1c2ccccc2C(O)(Cc2ccccc2)N1Cc1ccc(F)cc1 (centres undefined) | 1 | -4
COc1ccc(NC2=CC(c3ccccc3F)N(c3ccc(OC)cc3)C2=O)cc1 (centres undefined) | -1 | -5
O=C(NCCCn1ncccc1=O)c1ccc(S(=O)(=O)N2CCCC2)cc1 | -12 | -10
O=C1OC(c2ccc(Cl)cc2Cl)=N/C1=C\c1ccccc1 | -5 | 0
COc1ccc(S(=O)(=O)N(CC(=O)NC(C)C)c2cc(Cl)ccc2OC)cc1OC | 21 | -4
CCNC(=O)c1cc2c(=O)n3ccccc3nc2n(CCCN2CCOCC2)c1=N | 1 | 8
COc1ccc(N2C(=O)/C(=C/c3ccccc3)N=C2c2ccccc2)c([N+](=O)[O-])c1 | 24 | -3
CCOc1ccc(NC(=O)c2ccccc2C)cc1 | 6 | 1
Cc1nc2nc(CC(=O)NCc3ccccc3)nn2c(C)c1Cc1cccc(Cl)c1 | 63* | -4
CCOC(=O)NCC(C)(O)CCSC (centres undefined) | -4 | -1
O=S(=O)(Cc1ccccc1Cl)NCCN1CCN(c2ccc(F)cc2)CC1 | -9 | -7
Cc1ccccc1C(=O)N1CCC2(CC1)NC(=O)c1ccc(Cl)cc1N2 | 17 | -2
CCN(CC)C(=O)c1cc2c(s1)CCC(C(=O)N1CCN(C3CCCCC3)CC1)C2 (centres undefined) | 11 | -6
COc1ccc(C(=O)CN2CCN(S(=O)(=O)c3cc(Cl)ccc3OC)CC2)cc1OC | 32 | 1
CC1=CN2C(=NC(=O)CC2(C)C(=O)NCc2ccc3c(c2)OCO3)C=C1 (centres undefined) | -7 | -5
Cc1ccccc1NC(=O)N1CCCC1C(=O)NC1CC1 (centres undefined) | -1 | -1
CCCNC(=O)COc1cc(C)ccc1C | -6 | -2
FC(F)(F)c1ccc(SC2c3ccccc3-c3ccccc32)nc1 | . | -2
O=C(c1ccc([N+](=O)[O-])o1)N1CCN(Cc2nnnn2-c2ccc(F)cc2)CC1 | -14 | -7
CN1CCCc2cc(C#N)c(=O)[nH]c21 | -4 | -7
O=C(NCCc1ccc(Cl)cc1)c1ccc2c(c1)NC(=O)C(N1CCCC1)S2 (centres undefined) | 14 | -21
c1ccc2c(c1)-c1ccccc1C2c1ccncc1 | . | 10
O=c1c(-c2ccccc2)coc2c3c(ccc12)OCN(CCCO)C3 | -2 | -4
CC1C[N+](C)(CC(O)COc2ccc(C34CC5CC(CC(C5)C3)C4)cc2)CC(C)O1 (centres undefined) | 51* | -2
COc1ccc(N(C2C=CS(=O)(=O)C2)S(=O)(=O)c2ccc(C)cc2)cc1 (centres undefined) | 0 | -4
CC1CCN(C(=O)c2ccc3c(c2)NC(=O)C2CCCCN32)CC1 (centres undefined) | -2 | 3

This is a subset; rates above refer to the full screens.
